# T cell HTS: modulators of CD8 T cell-vesicle binding, primary screen, mouse 2C CD8+ T cells, flow cytometry; calls only at 7 µM; 2C CD8+ T cell-vesicle binding; active compounds read low; 330,000 tested, 0.068% active; AID 2052, 2009;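 active = response, share of CD8 T cells binding vesicles, and their 90th percentile fluorescence all below set limits, cut at about 80% in these data, passing the limit was not always enough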
#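 incubation = binding step 1.5 h, 37 °C, antibody labelling 20 min, ice | test system = 2C mouse CD8+ T cells | read-out basis = percent CD8+ FL2 mean versus row control | controls = Peptide-free naked vesicles (low) and QL9 vesicles with 0.7% DMSO vehicle (high) | detection = flow cytometry of vesicle-bound cells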
# Myeloid diff MLP: induction of myeloid progenitor differentiation, primary screen, cell-based, flow cytometry, MLPCN library | ER-HoxA9 myeloid progenitors, lysozyme-GFP differentiation | calls only at 10 µM | 360,000 tested, 1% active | AID 624256, 2012;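 active = normalized GFP-positive differentiation at or above the plate's own cutoff, the solvent-only control mean plus 3 SD; inconclusive = no clear call, values can overlap the other calls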;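 note: cells exposed to compound for four days before flow analysis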
# NTR1 agonist: agonists of NTR1, primary screen, imaging, U2OS cells, beta-arrestin-GFP, high content (AID 493036) | 330,000 tested, 0.17% active | activation, % at 20 µM | NTR1-U2OS beta-arrestin-GFP spot imaging, agonist mode;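 active = activation at or above 40% of the spot to cytoplasm intensity ratio, with at least 20 cells analyzed; inconclusive = wells under 20 cells, flagged as cytotoxic or low count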;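 note: 0% = DMSO without peptide and 100% = 100 nM NTR1 peptide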
# Target sequence (P30989 whole entry, looked up): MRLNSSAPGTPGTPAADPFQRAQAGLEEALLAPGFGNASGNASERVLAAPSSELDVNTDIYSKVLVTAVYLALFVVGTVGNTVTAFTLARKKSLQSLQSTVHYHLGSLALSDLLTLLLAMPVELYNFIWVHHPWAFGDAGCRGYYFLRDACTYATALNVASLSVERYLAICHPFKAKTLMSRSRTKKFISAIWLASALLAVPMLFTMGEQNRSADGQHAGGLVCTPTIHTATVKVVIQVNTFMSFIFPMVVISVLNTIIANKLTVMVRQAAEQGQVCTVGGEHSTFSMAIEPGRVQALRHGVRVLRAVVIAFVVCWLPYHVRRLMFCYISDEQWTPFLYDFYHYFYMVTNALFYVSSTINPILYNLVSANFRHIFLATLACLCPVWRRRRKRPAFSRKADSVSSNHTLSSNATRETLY
# T cell HTS vesicle-bound %: recorded beside T cell HTS, whose call it bears; double positive events, %; measured here: CD8+ vesicle-bound cell fraction;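 binding gate set so that unloaded-vesicle control wells show 10% double positive cells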
# NTR1 agonist cell count 20 µM: also measured in NTR1 agonist; calls as there; cell count; measured here: cell count, cytotoxicity flag
# Myeloid diff MLP GFP+ MAC1+ %: recorded beside Myeloid diff MLP, whose call it bears; GFP+ MAC1+ double positive, %; measured here: differentiation confirmed by MAC1 staining
# Numbers without * were called inactive; i = inactive; ? = inconclusive; . = not tested or not shown; + = active, no number.
compound | T cell HTS | T cell HTS vesicle-bound % | Myeloid diff MLP | Myeloid diff MLP GFP+ MAC1+ % | NTR1 agonist | NTR1 agonist cell count 20 µM
CC(O)[C@H]1CN=C(N)N1CC1CCCCC1 (stereo partly drawn) | i | 40 | i | 1.7 | 1.8 | 88
O=C(COc1coc(CN2CCc3ccccc3C2)cc1=O)N1CCOCC1 | i | 34 | i | 0.2 | -0.1 | 75
Cc1c(NC(=O)COC(=O)c2ccc(Cl)nc2)c(=O)n(-c2ccccc2)n1C | i | 21 | i | 2.4 | -0.8 | 60
CCS(=O)c1ccccc1C(=O)OCC(=O)N1CCC(c2ccccc2)=N1 (stereo not drawn) | i | 60 | i | 0.6 | 0.9 | 65
CC(=O)c1sc(NC(=O)CN2C(=O)C3CCCCC3C2=O)nc1-c1ccccc1 (stereo not drawn) | i | 28 | i | 0.9 | 0.1 | 61
COC(=O)c1ccccc1NC(=O)CN1C(=O)NC2(CCCCCCC2)C1=O | i | 12 | i | 0.2 | -2.4 | 104
CCOc1cc(C(=O)NCc2ccccc2)ccc1OCC(=O)N1CCCCC1 | i | 31 | i | 0.3 | -0.9 | 86
CN1CCN(C2CCN(c3ccc(Nc4nnc(Cl)c(Nc5ccccc5S(C)(=O)=O)n4)c(OC(CF)CF)c3)CC2)CC1 | i | 22 | i | 1.0 | 0.0 | 51
CC(CCc1ccccc1)NC(=O)COC(=O)C(CCC(N)=O)NC(=O)c1ccc(F)cc1 (stereo not drawn) | i | 36 | i | 2.0 | -0.7 | 51
CCCCOc1ccc(S(=O)(=O)N2CCN(c3ccc(N4CCN(CC)CC4)nn3)CC2)cc1 | i | 5 | i | 1.1 | 3.3 | 53
CCOc1ccc(CCNC(=O)COC(=O)c2ccc(S(C)(=O)=O)cc2)cc1OCC | i | 35 | i | 0.1 | 0.1 | 75
COc1ccc(S(=O)(=O)Cc2ccc(C(=O)N3CCN(c4ncccn4)CC3)o2)cc1 | i | . | i | 3.3 | 2.6 | 69
COc1ccc(NC(=O)CN(C)C(=O)c2c(-c3ccccc3Cl)noc2C)cc1 | i | 55 | i | 1.0 | -0.5 | 69
O=C(c1ccc2c(c1)OCCO2)N1CCN(S(=O)(=O)c2c(F)cccc2F)CC1 | i | 20 | i | 1.2 | -0.1 | 68
O=C(OCC(=O)N1CCOCC1)c1ccc2ccccc2c1 | i | 64 | i | 0.7 | -2.1 | 57
C=CCC[C@H](Cc1ccc(F)cc1)C(=O)OC[C@@H](Cc1c[nH]c2ccccc12)NC(=O)[C@H](CC=C)CC(=O)N[C@H](CO)Cc1ccccc1 | i | 15 | i | 1.2 | 4.3 | 92
CCN(C(=O)COC(=O)CNC(=O)c1ccc(C)cc1)c1c(N)n(Cc2ccccc2)c(=O)[nH]c1=O | i | 39 | i | 1.0 | 3.1 | 58
COC(=O)c1ccccc1S(=O)(=O)N1CCC(C(=O)OCC(=O)c2ccccc2OC)CC1 | i | 1 | i | 1.4 | -0.5 | 49
COC(=O)C1=C[C@@H](C(=O)OC)[C@@H]2C3=C(C(=O)[C@]2(C)NC(=O)c2ccccc2)[C@H](C)n2c(=O)n(C)c(=O)n2[C@@H]3C1 | i | 20 | i | 2.1 | 13 | 56
O=C(CSC1=NS(=O)(=O)c2cc(F)ccc2N1)NCCc1ccccc1 | i | 46 | i | 0.4 | 0.4 | 54
Cc1c(C)n2c(SCC(=O)N3CCOCC3)nnc2[nH]c1=O | i | 34 | i | 0.8 | -0.6 | 49
O=C(NCCC1CCCCN1S(=O)(=O)c1ccc(F)cc1)C(=O)NCc1cccnc1 (stereo not drawn) | i | 53 | i | 0.7 | 0.5 | 63
COc1cc(C(=O)N2CCN(CC(O)COc3ccccc3)CC2)cc(OC)c1OC (stereo not drawn) | i | 29 | i | 0.6 | -0.5 | 54
CCC1CCc2sc(C(=O)N(C)CC(=O)Nc3ccc(OC)cc3)cc2C1 (stereo not drawn) | i | 53 | i | 1.0 | 2.0 | 75
O=C(Nc1ncn[nH]1)c1cccc(F)c1 | i | 21 | i | 1.9 | -1.3 | 64
CN(CC(=O)Nc1ccc(Cl)cc1)CC(=O)Nc1cccc2ccccc12 | i | 65 | i | 0.5 | 3.4 | 95
Cc1cc(C)n2nc(C(=O)OCC(=O)c3ccccc3Cl)nc2n1 | i | 36 | i | 0.5 | -0.5 | 60
Cc1ccsc1C(=O)NNC(=O)c1csc(N2CCOCC2)n1 | i | 25 | i | 0.8 | -0.1 | 74
CC(=O)c1ccccc1NC(=O)COC(=O)CSCC(=O)Nc1cc(C)on1 | i | 12 | i | 0.3 | -0.8 | 49
COc1ccccc1-n1cnnc1SCC(=O)NC1CCCC1 | i | 41 | i | 1.3 | 0.9 | 63
Cc1ccc(C)c(-c2nnc(NC(=O)CCS(=O)(=O)c3ccc(F)cc3)o2)c1 | i | 22 | i | 0.1 | 0.1 | 47
CC(Sc1ccccn1)C(=O)NC1CCCC1 (stereo not drawn) | i | 26 | i | 0.9 | -1.3 | 60
CN(CC(=O)Nc1ccc(F)cc1)C(=O)COC(=O)c1cc(S(=O)(=O)N(C)C)ccc1N1CCCC1 | i | 28 | i | 0.7 | 0.9 | 49
Cc1noc(C)c1NC(=O)N(C)C[C@H]1Oc2ccc(NS(=O)(=O)c3ccc(F)cc3)cc2C(=O)N([C@H](C)CO)C[C@@H]1C | i | 5 | i | 1.0 | -3.2 | 52
COc1ccc(NC(=O)C(=O)NCC2CCCN2S(=O)(=O)c2cc(C)ccc2C)cc1 (stereo not drawn) | i | 48 | ? | . | 0.2 | 60
Cc1cc(N2CCc3ccccc32)n2ncnc2n1 | i | 15 | i | 0.9 | 0.5 | 81
O=C(COC(=O)C(Cc1ccccc1)NC(=O)c1cccs1)NCc1ccccc1 (stereo not drawn) | i | 44 | i | 1.0 | 1.1 | 65
Cc1cc(NC(=O)CN2C(=O)NC(CC(C)C)C2=O)ccc1Br (stereo not drawn) | i | 40 | i | 0.1 | -1.8 | 94
Cc1cccc(C)c1NC(=O)CNC(=O)c1ccc(NS(=O)(=O)c2ccc3[nH]c(=O)[nH]c3c2)cc1 | i | 26 | i | 0.9 | 1.0 | 81
CCC[C@@H](O)c1cc2cc(OC)c(OC)cc2c(=O)o1 | i | 40 | i | 1.2 | -0.6 | 46
CCOC(=O)C1=C(COC(=O)/C=C/c2ccc(C)o2)NC(=O)NC1C (stereo not drawn) | i | 38 | i | 0.3 | -2.9 | 56
Cc1ccc(N2CC(C(=O)OCc3nnc(-c4ccccc4)o3)CC2=O)cc1 (stereo not drawn) | i | 36 | i | 0.1 | -0.5 | 49
COc1cc(-c2nnc3sc(-c4ccncc4)nn23)cc(OC)c1OC | i | 47 | i | 0.1 | 2.1 | 59
Cc1ccc(NC(=O)COC(=O)C2(CC(=O)NC(C)(C)C)CCCC2)cc1C | i | 41 | i | 0.3 | 2.6 | 48
CC1(C)S[C@@H]2[C@H](NC(=O)[C@H](N)c3ccccc3)C(=O)N2[C@H]1C(=O)OC1OC(=O)c2ccccc21 (stereo partly drawn) | i | 44 | i | 2.7 | 2.6 | 57
O=C(COC(=O)c1ccc(O)cc1)NC(c1ccccc1)c1ccccc1 | i | 42 | i | 3.9 | 2.5 | 57
Cc1ccc(S(=O)(=O)N(C)C[C@@H]2Oc3ccc(NC(=O)Cn4cnnn4)cc3C(=O)N([C@@H](C)CO)C[C@H]2C)cc1 | i | 32 | i | 0.5 | 1.9 | 59
CC(=O)c1cc2c(cc1NC(=O)CSc1ccc(S(=O)(=O)N(C)C)cn1)OCO2 | i | 10 | i | 0.8 | 1.7 | 60
COc1cc2c(-c3ccc4cc[nH]c4c3)c(-c3ccsc3)oc(=O)c2cc1OC | i | 54 | i | 1.1 | 7.1 | 51
Cc1cc(C)n2nc(C(=O)OCC(=O)N(CCC#N)c3ccc(F)cc3)nc2n1 | i | 22 | i | 0.7 | -0.8 | 44

# Continuation:
# Results follow in this order: T cell HTS	T cell HTS vesicle-bound %	Myeloid diff MLP	Myeloid diff MLP GFP+ MAC1+ %	NTR1 agonist	NTR1 agonist cell count 20 µM
> CCOc1ccc(CCNC(=O)c2cccc(S(=O)(=O)N3CC(C)OC(C)C3)c2)cc1OCC (stereo not drawn)
  i	57	i	0.5	-0.2	56
> O=C(CCN1C(=O)c2ccccc2S1(=O)=O)Nc1ccc(F)c(F)c1F
  i	51	i	1.5	0.4	49
> C/C(N)=C(/C#N)C(=O)COC(=O)C1CCN(S(=O)(=O)c2cccs2)CC1
  i	15	i	1.0	1.0	71
> O=S(=O)(c1ccc(Cl)cc1)N1CCC(n2cnc3cc(C(F)(F)F)ccc32)CC1
  i	16	i	0.9	11	54
> CC(C)=CCCC(C)N(C=O)C(C)CCC=C(C)C (stereo not drawn)
  i	8	i	1.3	3.3	37
> COc1ccc(-c2cc3onc(-c4c(Cl)cccc4Cl)c3c(=O)n2C)cc1
  i	24	i	1.8	6.8	86
> Nn1c(SCC(=O)NC2CCS(=O)(=O)C2)nc2scc(-c3ccccc3)c2c1=O (stereo not drawn)
  i	30	i	0.8	-1.1	60
> CC1CCCCC1NC(=O)CCCN1C(=O)c2ccccc2C1=O (stereo not drawn)
  i	51	i	0.7	1.1	46
> O=C(CN1c2cccc3cccc(c23)S1(=O)=O)N1CCN(c2ccccc2)CC1
  i	55	i	0.4	0.5	66
> O=C(COC(=O)CCC1CCCC1)Nc1ccccc1Br
  i	30	i	0.3	-0.2	52
> CC(C(=O)N1CCCC1)N1CCN(S(=O)(=O)c2ccccc2)CC1 (stereo not drawn)
  i	26	i	0.9	3.0	56
> COC(=O)[C@]1(Cc2ccccc2)N[C@H](CN(C)S(=O)(=O)c2ccc(C(C)(C)C)cc2)[C@@H]2C(=O)N(Cc3ccccc3)C(=O)[C@@H]21
  i	9	i	0.3	2.8	66
> CC[C@@H]1CCCCc2ccccc2[C@@H](C(=O)C[C@@H](O)CC(C)=O)OC1=O
  i	6	i	0.4	3.4	54
> N#CCCN(C(=O)COC(=O)CNC(=O)C12CC3CC(CC(C3)C1)C2)c1ccccc1
  i	23	i	0.3	-0.9	63
> Cc1cccn2c(=O)nc(SCC(=O)Nc3ccc4c(c3)OCCO4)nc12
  i	38	i	0.9	-0.2	71
> c1ccc(Sc2ccccn2)cc1
  i	41	i	0.7	-0.2	48
> O=S(=O)(Nc1ccccc1N1CCOCC1)c1c(F)cc(F)cc1Br
  i	56	i	0.7	4.9	52
> COc1ccc(CC(=O)Nc2cccc(S(=O)(=O)N3CCCC3)c2)cc1OC
  i	34	i	0.6	1.0	57
> CCOC(=O)C(C#N)(Cc1cc(OC)cc(OC)c1)Cc1cc(OC)cc(OC)c1
  i	20	i	2.3	-7.0	57
> COc1ccc(C(=O)NCC2CCCN2S(=O)(=O)c2cccs2)cc1 (stereo not drawn)
  i	35	i	0.3	4.8	50

# Look-ups from above.
# T cell HTS vesicle-bound %, O=C(CN1c2cccc3cccc(c23)S1(=O)=O)N1CCN(c2ccccc2)CC1 reads 55
# Myeloid diff MLP GFP+ MAC1+ %, O=C(COC(=O)CCC1CCCC1)Nc1ccccc1Br reads 0.3

# Continued.
# Results follow in this order: T cell HTS	T cell HTS vesicle-bound %	Myeloid diff MLP	Myeloid diff MLP GFP+ MAC1+ %	NTR1 agonist	NTR1 agonist cell count 20 µM
> CC(=O)c1c(C)[nH]c(C(=O)OCC(=O)c2ccc(C)s2)c1C
  i	49	i	0.1	0.3	49
> Cc1c(NC(=O)C(C)OC(=O)/C=C/c2ccc(OC(F)F)cc2)c(=O)n(-c2ccccc2)n1C (stereo not drawn)
  i	28	i	0.9	1.7	89
> CCOc1ccc(S(=O)(=O)Nc2cccc(C(=O)NCC(C)(C)N3CCOCC3)c2)cc1
  i	54	i	0.9	0.8	47
> Cc1ccc(C(=O)COC(=O)[C@@H](NC(=O)c2ccco2)C(C)C)s1
  i	49	+	3.8*	-0.6	51
> CC(C)(C)c1cc(NC(=O)CCSc2nnc3ccccn23)cc(C(C)(C)C)c1
  i	31	i	1.0	8.3	86
> O=C(Nc1ncnc2c1C(c1ccccc1)c1c(ccc3ccccc13)O2)c1ccccc1 (stereo not drawn)
  i	6	i	1.3	-0.1	46
> O=C(COC(=O)/C=C/c1ccccc1)NCc1ccc2c(c1)OCO2
  i	54	i	0.9	-1.9	51

# Ordered by heavy-atom count (ascending): part of the list above.
# Results follow in this order: T cell HTS	T cell HTS vesicle-bound %	Myeloid diff MLP	Myeloid diff MLP GFP+ MAC1+ %	NTR1 agonist	NTR1 agonist cell count 20 µM
> Cc1ccc(C(=O)COC(=O)[C@@H](NC(=O)c2ccco2)C(C)C)s1
  i	49	+	3.8*	-0.6	51
> CCOc1ccc(S(=O)(=O)Nc2cccc(C(=O)NCC(C)(C)N3CCOCC3)c2)cc1
  i	54	i	0.9	0.8	47
> O=C(Nc1ncnc2c1C(c1ccccc1)c1c(ccc3ccccc13)O2)c1ccccc1 (stereo not drawn)
  i	6	i	1.3	-0.1	46

# Compound activity: PubChem BioAssay, several laboratories

# Only part of the results is shown, so the mix of outcomes need not match the whole.
